Screening results from PubChem.
MBNL1 CUG block – blocks human MBNL1 binding to CUG repeat RNA | Potency, µM (highest dose often 57.5 µM), for inactives: at the top dose activity change, negative = inhibition, hits mostly inhibitors | 280,000 compounds, 0.036% hits | Q9NR56 | TR-FRET MBNL1-His/biotin-(CUG)12 binding, 665/545 ratio; active = well fitted inhibition curve with a large enough effect in the signal ratio, with a control signal flat, not every such curve was filed as active; inconclusive = small, poorly fitted or top-dose-only effect, or effect the other way, or a change in a side signal; inactive = no such curve, though single readings can be large or run the other way; the % refers to the signal ratio; note: potency is the fitted concentration of half-maximal effect; % is set by controls: 0 for no effect and ±100 for the full control effect
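His-tagged MBNL1 binding to biotinylated (CUG)12 RNA was measured by TR-FRET using terbium anti-His antibody (0.055 ng/ul final) and streptavidin-XL665 (5 nM final). Compounds were titrated 92 nM to 58 uM; 60 min at room temperature.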
S-ASM inh – blocks human secretory acid sphingomyelinase; 340,000 compounds, 0.006% hits; placental ASM, HMU-PC fluorogenic substrate, 60 min; AID 504937; P17405; Potency, µM (doses to about 57.5 µM), for the others: at the top dose activity change, negative = inhibition, actives largely listed as inhibitors; note: potency is the fitted concentration of half-maximal effect
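Human placenta-derived ASM preincubated with compound 10 min at room temperature, then reacted with 9 uM (final) fluorogenic HMU-PC substrate for 60 min at 37 C. Stop solution raises pH to 10; fluorescence read at Ex 386/Em 447 nm.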
MLL CXXC-DNA inh – blocks binding of human MLL CXXC domain to DNA; MLL-CXXC / FITC-HOXA9 DNA fluorescence polarization; Potency, µM (series often up to 115 µM), for inactives: top-dose activity change, negative = inhibition, most hits filed as inhibitors; 290,000 compounds, 0.037% hits; AID 2662; active = well fitted inhibition curve with a large enough effect in the polarisation, with a control signal flat, not every such curve was filed as active; inconclusive = small, poorly fitted or top-dose-only effect, or effect the other way, or a change in a side signal; inactive = no such curve, though single readings can be large or run the other way; the % refers to the polarisation; note: potency is the fitted concentration of half-maximal effect
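Purified MLL-CXXC (added from a 7 uM solution) was preincubated 5 min at ambient with pinned compounds in 50 mM Tris-HCl pH 7.5, 50 mM NaCl, 1 mM DTT, 0.05% BSA. Fluorescein-labeled HOX-A9 DNA (50 nM solution) followed, 30 min, then polarization read.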
A-T KAP1 phos – potential ataxia-telangiectasia treatments restoring KAP-1 phosphorylation; […] A-T fibroblasts, KAP-1 phosphorylation AlphaLISA; neocarzinostatin DNA damage 30 min before lysis; Potency, µM (series often up to 57.5 µM), inactives show at the highest dose activation, hits mostly activators; 320,000 compounds, 0.19% hits; AID 485349; note: potency is the fitted concentration of half-maximal effect; % of control where 0% means no effect; nearly all actives have a fitted effect of over 45% in size
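ATM-like activity read as KAP-1 phosphorylation via AlphaLISA donor/acceptor antibody pairs after lysis and 6 hr at 25C. Cells were ATM-null patient fibroblasts ([…], hTERT), dosed 60 min, then exposed to the DSB inducer NCS for 30 min.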
Integrin act MD – activators of alpha7 integrin expression for muscular dystrophy; alpha7betagal myoblasts, beta-gal FDG fluorescence, 48 h; Potency, µM (titrated, usually from 38.3 µM), without a hit: at the highest dose activation, usual class: activators; 350,000 compounds, 0.064% hits; AID 624291;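 note: potency is the fitted concentration of half-maximal effect; 100% = response of the positive control SU9516; nearly all actives have a fitted effect of over 60% in size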
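alpha7betagal+/- myoblasts (passage 13, 250/well) treated 48 h at 37C with compounds at 1:260 dilution of DMSO stock. Lysed, then beta-galactosidase activity read as FDG fluorescence (ex 480/em 540) after 30 min, with pre-read for autofluorescence.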
TRPV1 agonist – activates the human vanilloid receptor TRPV1 | Q8NER1 | TRPV1-expressing cells, Fluo-8 calcium influx, agonist mode | activation, % at 8.33 µM | 320,000 compounds, 0.19% hits | AID 540275; in the data active = activation above about 80%; inconclusive = between about 30% and that limit; note: 0% is about no effect
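Cells expressing TRPV1 were dye-loaded with Fluo-8 and read kinetically: 10 s baseline, 3 min after compound (agonist portion), then 2 min after EC20 capsaicin (allosteric enhancer portion). Calcium-bound dye fluorescence at 480/520 nm.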
hERG WT inh – blocks the wildtype human KCNH2 potassium channel | AID 720551 | 340,000 compounds, 0.37% hits | activity change, % at 1.84 µM | Q12809 | U2OS, BacMam KCNH2, thallium flux FluxOr; hits give low values;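 active = maximum activity change below -70%; inconclusive = maximum activity change between -70% and -50%; inactive = maximum activity change above -50%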; note: % is set by controls: 0 for no effect and ±100 for the full control effect
Target sequence (Q12809 whole entry, looked up): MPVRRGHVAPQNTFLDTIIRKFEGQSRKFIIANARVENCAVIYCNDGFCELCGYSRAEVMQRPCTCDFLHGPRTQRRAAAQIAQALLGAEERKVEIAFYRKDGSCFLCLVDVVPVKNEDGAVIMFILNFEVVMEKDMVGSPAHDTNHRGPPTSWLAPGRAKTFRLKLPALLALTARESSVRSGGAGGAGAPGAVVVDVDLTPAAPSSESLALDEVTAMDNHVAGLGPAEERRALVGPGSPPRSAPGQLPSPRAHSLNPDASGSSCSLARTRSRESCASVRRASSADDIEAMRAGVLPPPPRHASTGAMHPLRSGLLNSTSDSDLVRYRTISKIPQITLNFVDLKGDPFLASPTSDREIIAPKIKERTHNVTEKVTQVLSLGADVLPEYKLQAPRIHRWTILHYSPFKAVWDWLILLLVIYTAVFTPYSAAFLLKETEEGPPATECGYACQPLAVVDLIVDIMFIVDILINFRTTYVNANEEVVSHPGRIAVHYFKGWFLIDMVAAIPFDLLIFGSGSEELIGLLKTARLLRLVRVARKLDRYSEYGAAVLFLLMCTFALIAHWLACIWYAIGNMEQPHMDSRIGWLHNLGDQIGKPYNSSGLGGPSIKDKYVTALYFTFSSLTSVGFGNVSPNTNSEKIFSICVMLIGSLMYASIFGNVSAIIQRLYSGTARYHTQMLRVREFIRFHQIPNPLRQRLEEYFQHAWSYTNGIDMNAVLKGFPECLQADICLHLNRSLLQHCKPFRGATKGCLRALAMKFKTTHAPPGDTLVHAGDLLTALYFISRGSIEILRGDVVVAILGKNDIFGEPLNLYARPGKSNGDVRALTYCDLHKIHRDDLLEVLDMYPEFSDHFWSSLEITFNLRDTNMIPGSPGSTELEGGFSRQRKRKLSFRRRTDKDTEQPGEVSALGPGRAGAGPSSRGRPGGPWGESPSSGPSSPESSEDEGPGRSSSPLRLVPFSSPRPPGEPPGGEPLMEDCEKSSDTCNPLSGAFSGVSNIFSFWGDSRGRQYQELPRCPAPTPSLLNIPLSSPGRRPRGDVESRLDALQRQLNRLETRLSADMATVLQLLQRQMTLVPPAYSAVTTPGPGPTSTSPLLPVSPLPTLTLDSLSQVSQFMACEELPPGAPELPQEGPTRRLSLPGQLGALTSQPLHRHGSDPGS
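U2OS cells transduced with wild-type KCNH2 virus are loaded with FluxOr dye for 45 min, and thallium flux is measured in kinetic reads before and after stimulation buffer. Rate constants are normalized to DMSO controls.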
FBPA coupling cs – inhibits coupling enzyme system, counter-screen for aldolase hits. activity change, negative = inhibition, % at 58.2 µM, hits read low. AID 2472. coupling enzyme system counterscreen, AmpLite Red fluorescence. 290,000 compounds, 0.67% hits; in the data active = activity change below about -30%; note: % is set by controls: 0 for no effect and ±100 for the full control effect
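Counterscreen lacking aldolase: glyceraldehyde-3-phosphate coupling-enzyme reagent preincubated 10 min at RT with compound (at 57.5 uM final), then substrate/coupling system with AmpLite Red added; fluorescence read at 525/598 nm after 20 min RT.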
KCNH2 3.1 block – blocks the human KCNH2 3.1 channel isoform. AID 720553. U2OS KCNH2 3.1, thallium flux FluxOr; hits give low values. activity change, % (tested at about 1.8 µM). 340,000 compounds, 0.95% hits;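 active = maximum activity change below -70%; inconclusive = maximum activity change from -70% to -50%; inactive = maximum activity change above -50%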;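 note: thallium influx rate constant from kinetic fluorescence after stimulation buffer; % is set by controls: 0 for no effect and ±100 for the full control effect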
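Steps: virus added to U2OS suspension (4 h, RT, dark); medium with 10% FBS added, cells plated, 37 C overnight; FluxOr/Red40 loading buffer 45 min RT; stimulation buffer, 2 min kinetic read; rate constant normalized.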
GALK inh – galactokinase (human) inhibition; P51570; Purified GALK, Kinase-Glo residual ATP luminescence; Potency, µM (top dose mostly 57.5 µM), inactives show at the highest dose activity change, negative = inhibition, hits mostly inhibitors; 270,000 compounds, 0.007% hits; note: potency is the fitted concentration of half-maximal effect; % is set by controls: 0 for no effect and ±100 for the full control effect
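Luminescence from leftover ATP (Ultra-Glo luciferase/luciferin) served as read-out after a 1 h room-temperature reaction of 5 nM GALK with 35 uM ATP and 100 uM galactose.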
* hit, by the source's call; ? = inconclusive; . = not tested or not shown; [ ] = another dose, or the depositor's remark. Unless noted, calls come from the whole dose curve; as a rule, active = well fitted curve in the direction sought with a large enough effect; inconclusive = small, poorly fitted or top-dose-only effect, or another doubt; inactive = no such curve, though single readings can be large; an effect the other way counts as inactive or inconclusive. Not a hit list; overall some 2% were active at least once.

No.	SMILES	S-ASM inh	hERG WT inh	MLL CXXC-DNA inh	GALK inh	KCNH2 3.1 block	TRPV1 agonist	FBPA coupling cs	A-T KAP1 phos	MBNL1 CUG block	Integrin act MD
1	O=C(COc1cccc2ccccc12)N/N=C/c1ccccc1OCc1ccc(C(=O)O)cc1	-2%	-8	-5%	-8%	-2	7	-15	5%	-8%	24%
2	Cc1ccc(S(=O)(=O)NN=Cc2ccc(N3CCOCC3)cc2)cc1[N+](=O)[O-]	-7%	-10	.	.	20	.	.	-2%	.	9%
3	COc1ccc(N2CCN(c3cc(C)c4cccc(C)c4n3)CC2)cc1	-3%	-9	5%	-1%	-1	1	-2	0%	.	15%
4	COc1ccc(CN2CC(=O)N3[C@H]4c5ccccc5OC[C@@H]4[C@H](c4ccccc4)[C@]3(C)C2=O)cc1	-7%	-3	.	.	-11	?	.	-5%	.	3%
5	CCn1c(C(=O)NCCCc2ccccc2)cc2sccc21	-7%	-1	6%	.	?	18	1	8%	-3%	37%
6	CCOC(=O)C1CCN(Cc2ccccn2)CC1	.	.	-5%	-1%	.	-2	0	4%	4%	.
7	O=C(Nc1ccc2c(c1)CCC2)c1ccccc1	6%	-3	-1%	0%	15	?	0	0%	-6%	?
8	CC(C)C(=O)Nc1ccc(C(=O)NNC(=S)NC(=O)c2ccco2)cc1	-2%	1	-8%	-2%	5	1	-7	-8%	-2%	-10%
9	CCc1cccc(C)c1NC(=O)c1cc(-c2ccncc2)nc2ccccc12	-3%	0	.	.	-4	0	.	3%	.	10%
10	Cc1cc(CNC(=O)COc2ccc(C#N)cc2)c2ccccc2n1	6%	1	15%	-3%	5	-5	-1	1%	-8%	-55%[inhibitor]
11	CCN(CC)c1ccc(N=Cc2ccccc2[N+](=O)[O-])cc1	-2%	17	7%	.	-7	2	-19	-3%	11%[11.5 µM]	-50%[inhibitor]
12	Cc1ccc(CNC(=O)c2ccc(Cn3nc(C)c(Cl)c3C)o2)cc1	140%	8	-1%	0%	4	12	2	-3%	2%	28%
13	COc1ccc(-n2c(SCC(=O)Nc3nc(C)cs3)nnc2-c2ccoc2C)cc1	-3%	-22	0%	-4%	?	3	0	.	?	-18%
14	Cn1cc(-c2ccccc2C(N)=O)c(=O)c2cc(Cl)ccc21	86%[activator]	3	11%	-1%	7	2	-4	-1%	6%	-1%
15	O=C1CNC(=O)N1	3%	7	6%	.	14	0	-1	-6%	-4%	.
16	Cc1ccc2nc(SCC(=O)Nc3ccc4[nH]c(=O)[nH]c4c3)[nH]c2c1	-2%	-16	.	.	-4	-2	.	-8%	.	11%
17	N#CC(=Cc1ccncc1)c1ccccc1	-1%	22	.	.	15	.	.	.	.	0%
18	CC(C)(C)c1ccc(C(=O)NCCC(=O)Nc2cc(Cl)ccc2N2CCOCC2)cc1	?	2	.	.	-4	8	.	-5%	.	?
19	Cc1ccc2nc(-c3ccc(O)cc3)oc2c1	-21%	-2	4%	.	2	-2	-5	-6%	1%	?
20	COC(=O)Nc1ccc(S(=O)(=O)NNC(=O)c2c(O)c3ccccc3n(C)c2=O)cc1	-1%	-1	40%[activator]	-6%	8	-4	2	8%	0%	-3%
21	Cc1c(Cl)cccc1NC(=O)COC(=O)C12CC3CC(CC(O)(C3)C1)C2	-2%	0	.	.	-2	4	.	3%	.	?
22	Cc1[nH]c(=S)c(C#N)c(-c2ccco2)c1C(=O)N(C)C	8%	-3	2%	-3%	-16	0	-6	1%	.	-11%
23	O=C(CNC(=O)c1cccs1)c1ccc(Cl)cc1	-1%	-5	4%	-3%	18	23	-6	-1%	-1%	3%
24	CCOc1ccccc1/C=C/C(=O)c1ccc(Cl)cc1	-2%	0	5%	.	-19	8	-4	?	?	-16%
25	N#C/C(=C\c1cn(Cc2ccccc2C#N)c2ccccc12)C(=O)NCc1cccs1	.	.	?	4%	.	8	0	-6%	41%[activator]	.
26	CCOc1ccc(NC(=S)N2CCN(C/C=C/c3ccccc3)CC2)cc1	-2%	16	-5%	-2%	-8	0	0	-7%	-3%	5%
27	CCCCn1c(N)c(N(CCOC)C(=O)CC(NC(=O)c2ccccc2)c2ccccc2)c(=O)[nH]c1=O (configuration not stated)	7%	0	.	.	-6	0	.	-1%	.	-15%
28	COC(=O)C1Sc2[nH]c(=O)sc2C(c2ccc(Cl)cc2)C1C(=O)OC (configuration not stated)	-1%	-14	-1%	2%	14	.	10	-1%	11%	2%
29	CCOc1cc(OCC)cc(C(=O)Nc2cccc(C(C)=O)c2)c1	5%	-6	-1%	-3%	-33	?	0	-2%	-8%	21%
30	CC(C)(C)c1ccc(C(=O)NCC(=O)N2CCNC(=O)C2)cc1	3%	18	13%	0%	7	-2	1	8%	4%	?
31	CSc1ccccc1OCc1cc(C(=O)N2CCC(c3ccncc3)CC2)no1	.	.	3%	-4%	.	?	.	7%	0%	.
32	Cc1cc(Cl)c(S(=O)(=O)NCC2CCCO2)cc1OCC(N)=O (configuration not stated)	0%	10	3%	0%	11	3	1	-3%	-8%	-13%
33	O=C(CNS(=O)(=O)c1cccs1)N1CCN(c2ccccn2)CC1	2%	9	1%	-2%	9	-2	0	1%	0%	-6%
34	O=C(CN1CCOCC1)Nc1cccc(S(=O)(=O)N2CCCCCC2)c1	9%	-7	13%	-1%	3	6	-1	-2%	-6%	-16%
35	O=C1C=Cc2cccc3ccc(O)c1c23	11%	2	.	.	-4	.	.	.	.	-27%
36	CCOc1ncccc1C(=O)NCC1COc2ccccc2O1 (configuration not stated)	1%	-21	-1%	2%	-19	-1	0	20%	-20%	20%
37	Cc1ccc(NS(=O)(=O)c2ccc(Cl)c(C(=O)O)c2)cc1S(=O)(=O)N1CCOCC1	1%	8	4%	1%	-3	-1	2	-5%	-18%	22%
38	CSc1sc(C(=O)N2CCCCC2)c(-c2cccs2)c1C#N	3%	-12	-3%	9%	-8	14	15	1%	.	3%
39	C=CCNc1nc(NC(C)(C)CO)nc(OC)n1	2%	0	-3%	-4%	-12	2	5	-2%	1%	15%
40	CC(=O)Nc1ccc(NCC(=O)c2ccccc2)cc1	3%	-2	-3%	0%	-48	2	-1	-3%	0%	-4%
41	COc1cc(OC)cc(C(=O)Nc2cccc3c2CCCC3)c1	2%	1	-2%	4%	-5	5	0	6%	-4%	?
42	COc1ccc(CNC(=O)c2cccnc2SC)cc1OC	0%	9	12%	6%	-10	-1	3	-3%	-4%	-999%[inhibitor]
43	COc1ccc(CC(=O)Nc2ccc(S(=O)(=O)Nc3cc(C)on3)cc2)cc1	0%	0	-18%	0%	11	-1	17	0%	-2%	16%
44	O=S(=O)(c1cccc(-c2nn3c(-c4ccncc4)nnc3s2)c1)N1CCOCC1	.	.	-7%	0%	.	-2	11	-1%	1%	.
45	C=CCn1nc([N+](=O)[O-])nc1Sc1cccc2cccnc12	1%	1	18%	1%	18	-4	0	3%	?	-54%[inhibitor]
46	CCCn1c(SCC(=O)Nc2ccc(OCC)cc2)nnc1C(C)C	-1%	2	-12%	-2%	3	1	1	0%	10%	-26%
47	COc1ccccc1S(=O)(=O)Cc1ccc(C(=O)NC2CCCCC2)o1	4%	3	1%	3%	-4	0	0	3%	2%	11%
48	COc1cc(C2C(C#N)=C(C)NC3=C2C(=O)CC(C)(C)C3)cc(OC)c1O (configuration not stated)	8%	3	6%	-2%	-2	-2	-15	3%	18%	16%
49	COc1cccc(C2c3cc4c(cc3OC(NNC(N)=O)C2C)OCO4)c1O (configuration not stated)	-1%	-10	.	.	-8	.	.	.	.	-19%
50	CC(C)(CC(=O)O)CC(=O)Nc1ccc2c(c1)ncn2CCc1ccccc1	1%	-2	1%	.	-2	4	2	-23%	-3%	22%
51	COc1ccccc1CNC(=O)COC(=O)c1cnccn1	4%	-8	2%	2%	11	0	0	9%	0%	41%
52	Cc1ccc(Oc2ccc(Cl)cc2NC(=O)c2cnccn2)cc1	-25%	7	-8%	-1%	-21	14	2	-10%	-2%	-18%
53	Cc1ccc(CN2CCN(/N=C/c3ccco3)CC2)c(C)c1	6%	21	10%	0%	-30	3	-1	.	?	12%
54	CCOC(=O)CC(=O)CSc1ncnc2c1cnn2-c1ccccc1	-1%	-5	-8%	5%	9	0	3	1%	2%	-17%
55	CCOC(=O)c1cnc(-n2nc(C)cc2C)nc1Nc1ccc(N(C)C)cc1	-2%	-9	-13%	0%	6	?	3	-4%	17%	-24%
56	O=C(CSc1nnc2c(n1)[nH]c1ccccc12)N1CCCCC1	-2%	-9	-6%	4%	-13	0	0	-6%	?	22%
57	CC(=NC1CCCC1)c1c(C)[nH]n(-c2nc3ccccc3s2)c1=O	-4%	-8	71%[activator]	1%	7	4	4	-1%	-13%	-11%
